Screening data from PubChem BioAssay.
3T3 cytotox = Cytotoxic Profiling in NIH 3T3 Cell Line of Diverse Libraries Using Quantitative High-Throughput Screening; NIH 3T3 viability, CellTiter-Glo ATP luminescence, 48-72 h; Potency, µM (top dose mostly 96.7 µM), inactives show at the highest dose activity change, negative = cytotoxicity, actives largely listed as inhibitors; actives 4.3% (n = 94,000); further: potency means the concentration at half of the fitted maximal effect; nearly all actives have a fitted effect of over 55% in size
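Luminescent ATP readout (CellTiter-Glo, 10 min RT) after 48 or 72 hr compound exposure of NIH 3T3 cells seeded at 400 cells/well in 1536-well format; quantitative HTS.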
HEK293 tox = Cytotoxic Profiling in HEK 293 Cell Line of Diverse Libraries Using Quantitative High-Throughput Screening | HEK 293 viability, ATP luminescence (CellTiter-Glo), 48-72 h | Potency, µM (series often up to 115 µM), for the others: at the highest dose activity change, negative = cytotoxicity, hits mostly inhibitors | actives 6.6% (n = 94,000); further: potency means the concentration at half of the fitted maximal effect; nearly all actives have a fitted effect of over 60% in size
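Luminescence from cellular ATP, measured with CellTiter-Glo, indicates HEK 293 viability. Cells plated at 250 cells/well are treated with compound for 48 or 72 hr at 37 degree Celsius before reagent addition.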
IP6K1 inhibitor = Primary qHTS assay for small molecule inhibitors of Inositol hexaphosphate kinase 1 (IP6K1); IP6K1 kinase, ADP-Glo luminescence, 2 h; stronger effect = lower value; activity change, % (series mostly up to about 58 µM); actives 0.81% (n = 140,000); Inositol hexakisphosphate kinase 1 (Homo sapiens), Q92551; in the data active means activity change below about -25%
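ADP-Glo luminescence measures ADP made by human IP6K1 during a 2 h RT reaction with ATP/IP6 (mix at 1.3 mM/130 uM); top library doses 57.5 and 19.1 uM final.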
FLuc inh = Firefly luciferase inhibition profiling of diverse chemical library using quantitative high-throughput screening. purified P. pyralis luciferase, luminescence, biochemical. Potency, µM (titrated, usually from 115 µM), without a hit: at the top dose activity change, negative = inhibition, usual class: inhibitors. actives 2.5% (n = 76,000). AID 1347043, 2019; further: potency means the concentration at half of the fitted maximal effect; nearly all actives have a fitted effect of over 65% in size
Target sequence (P08659 whole entry, looked up): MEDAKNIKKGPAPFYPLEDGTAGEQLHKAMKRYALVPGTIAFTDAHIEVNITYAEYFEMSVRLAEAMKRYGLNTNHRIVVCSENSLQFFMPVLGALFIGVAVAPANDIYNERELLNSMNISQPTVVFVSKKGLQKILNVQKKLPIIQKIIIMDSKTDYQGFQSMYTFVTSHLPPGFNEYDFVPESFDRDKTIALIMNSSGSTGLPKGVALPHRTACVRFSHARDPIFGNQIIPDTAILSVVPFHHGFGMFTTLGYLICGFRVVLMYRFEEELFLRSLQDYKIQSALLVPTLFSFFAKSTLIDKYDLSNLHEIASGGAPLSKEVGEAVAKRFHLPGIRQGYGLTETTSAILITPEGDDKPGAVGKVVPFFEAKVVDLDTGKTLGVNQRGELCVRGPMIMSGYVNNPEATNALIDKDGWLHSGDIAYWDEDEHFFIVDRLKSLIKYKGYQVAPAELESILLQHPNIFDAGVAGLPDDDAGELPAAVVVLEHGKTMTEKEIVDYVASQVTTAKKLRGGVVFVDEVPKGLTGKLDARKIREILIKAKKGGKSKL
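Biochemical qHTS: compound (6-point titration) added to 10uM D-luciferin plus 10uM ATP in Tris acetate pH 7.5 buffer with Mg, Tween-20 and BSA, then purified enzyme at 10nM; light output imaged.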
SNCA expr inh = Primary qHTS assay for inhibitors of alpha-synuclein gene (SNCA) expression; actives 0.17% (n = 140,000); HEK-293 SNCA-luciferase knock-in, luminescence, 24 h; Potency, µM (series often up to 57.2 µM), for inactives: top-dose activity change, negative = inhibition, usual class: inhibitors;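 further: potency means the concentration at half of the fitted maximal effect; plate controls were DMSO cells for no effect and cell-free wells for full effect; nearly all actives have a fitted effect of over 45% in size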
SNCA viab count = GF-AFC viability counterscreen for inhibitors of alpha-synuclein gene (SNCA) expression | HEK-293-SNCA-luc viability, GF-AFC fluorescence, 24 h | Potency, µM (highest dose often 57.1 µM), inactives show at the highest dose activity change, negative = cytotoxicity, actives largely listed as cytotoxic | actives 0.12% (n = 150,000);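 further: potency means the concentration at half of the fitted maximal effect; 0% = DMSO-treated cells and -100% = medium-only wells without cells; nearly all actives have a fitted effect of over 30% in size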
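HEK-293-SNCA-luc cells (1500/well) plated 24 h, then exposed 24 h to a dilution series; GF-AFC added 30 min at 37C, fluorescence 405/540 nm; normalised to medium-only and DMSO wells, Hill fit.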
GPT2 inh = Primary qHTS assay for inhibitors of Glutamate pyruvate transaminase 2 (GPT2); Alanine aminotransferase 2 (Homo sapiens), Q8TD30; Recombinant GPT2, coupled pyruvate oxidase/HRP Amplex Red fluorescence; Potency, µM (highest dose often 57.7 µM), for the others: at the highest dose activity change, negative = inhibition, usual class: inhibitors; actives 0.25% (n = 100,000); further: potency means the concentration at half of the fitted maximal effect; nearly all actives have a fitted effect of over 60% in size; many of its hits are not listed in these tables
Target sequence (Q8TD30 whole entry, looked up): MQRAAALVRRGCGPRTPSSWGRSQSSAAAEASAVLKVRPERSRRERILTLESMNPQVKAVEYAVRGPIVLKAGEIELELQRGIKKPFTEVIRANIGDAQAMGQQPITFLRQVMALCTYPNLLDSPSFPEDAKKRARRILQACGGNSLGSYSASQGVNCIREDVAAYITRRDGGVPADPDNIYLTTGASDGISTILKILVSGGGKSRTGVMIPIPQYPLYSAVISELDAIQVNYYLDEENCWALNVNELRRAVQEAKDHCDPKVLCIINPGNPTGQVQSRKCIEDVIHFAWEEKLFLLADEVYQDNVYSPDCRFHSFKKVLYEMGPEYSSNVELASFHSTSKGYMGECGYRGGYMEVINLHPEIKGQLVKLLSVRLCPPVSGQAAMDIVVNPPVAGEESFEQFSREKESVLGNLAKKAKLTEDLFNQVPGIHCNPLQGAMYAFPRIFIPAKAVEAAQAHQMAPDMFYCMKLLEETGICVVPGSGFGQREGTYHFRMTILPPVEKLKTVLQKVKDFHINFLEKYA
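Inhibition is scored from Amplex Red fluorescence generated when pyruvate oxidase and HRP act on pyruvate released by GPT2. Reactions contain 10ng/uL enzyme, 250uM a-KG and 2mM L-alanine and run 30 min at room temperature.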
An asterisk follows results filed as active; i = inactive; ? = inconclusive; · = no result given; [ ] = another dose, or the depositor's remark. Unless noted, the call rests on the fitted dose curve; in most records, active means well fitted curve in the direction sought with a large enough effect; inconclusive means small, poorly fitted or top-dose-only effect, or another doubt; inactive means no such curve, though single readings can be large; an effect the other way counts as inactive or inconclusive. Unless noted, on the % scale 0 is the no-effect control and ±100 the full control effect.

SMILES | 3T3 cytotox | HEK293 tox | IP6K1 inhibitor | FLuc inh | SNCA expr inh | SNCA viab count | GPT2 inh
O=C(Nc1nnc(S(=O)(=O)N2CCc3ccccc32)s1)c1ccccc1Cl | · | · | -4.7 | · | -5.5% | -0.6% | ·
COc1ccc(Cn2c(=O)c(C(=O)Nc3ccc(F)cc3)nc3cccnc32)cc1 | -12.4% | i | 10.0 | · | 94.9%[activator] | 1.8% | i
Cc1cc(C(=O)N2CCCC(c3nc(-c4cccnc4)no3)CCNC(=O)CC2)n(C)n1 (configuration not stated) | 3.4% | i | 18.9 | 7.1% | -6.5% | 0.5% | i
N#CC1CCN(Cc2ccccc2OCC(O)CN2CCCCC2)CC1 (configuration not stated) | -17.5% | -13.5% | 16.7 | -1.9% | ? | -11.8% | -15.7%
CCc1ccc(S(=O)(=O)c2nnn3c2nc(NC2CCCC2)c2sccc23)cc1 | · | · | 11.8 | · | 8.4% | 4.9% | ·
CN(Cc1cccc2ncccc12)C(=O)CN1CCOC1=O | -0.6% | -20.2% | 3.0 | -3.1% | -24.3% | 7.2% | 2.5%
Cc1noc(-c2ccccc2Cl)c1C(=O)NCCCOC(C)C | -9.9% | -5.5% | -6.3 | -7.5% | 1.0% | 8.9% | 2.4%
CCOc1ccccc1CN1CCC2(CCN(C(=O)N(C)C)CC2)Oc2ccccc21 | ? | ? | -1.6 | -22.1% | -1.2% | -10.7% | i
COc1ccccc1NC(=O)CSc1cn(CC(=O)N2CCCC2)c2ccccc12 | · | · | 7.4 | · | 38.4%[activator] | -12.5% | ·
O=C(NCCC1CCN(C(=O)Nc2ccc(F)cc2F)CC1)c1ccccc1 | -16.8% | -4.3% | 4.4 | -16.1% | 0.2% | -0.5% | i
Cc1ccc(CN2CCc3oc(C)c(C(=O)NCCN4CCN(C)CC4)c3C2)cc1 | -22.4% | -16.0% | -5.4 | -4.4% | 20.8% | 1.4% | -4.3%
Cc1ccc(S(=O)(=O)C(CNC(=O)C(=O)NCCc2ccc(Cl)cc2)c2ccco2)cc1 (configuration not stated) | · | · | 9.5 | · | ? | 6.7% | ·
Cc1nn(Cc2ccccc2)c(C)c1[C@@H]1C=C[C@@H](NC(=O)CCC(=O)O)C1 | -36.2%[174 µM] | -10.0%[172 µM] | 4.3 | -18.3%[172 µM] | -9.3%[87.6 µM] | -1.6%[87.6 µM] | -6.6%[88.5 µM]
O=C(c1ccncc1)N1CCCCC1c1nc(CCOc2ccc(F)cc2)no1 (configuration not stated) | -15.0% | ? | 11.7 | -3.3% | 7.3% | -1.0% | -17.9%
Cn1cccc1CN1CCCC2(CNc3ccccc3[S+](=O)([O-])N2)C1 (configuration not stated) | -13.6% | -11.1% | 8.8 | -2.5% | -13.3% | 0.2% | i
CC(=O)NNC(=O)N1Cc2ccccc2Oc2ccc(Cl)cc21 | · | · | · | · | 4.8% | 5.1% | -10.7%
CC(C)(C)c1ccc(C(=O)Nc2nnc3n2CCS3)cc1 | · | · | 15.0 | · | -63.1% | -18.9% | ·
COc1ccc2c(CNCCc3ccco3)c(C(=O)O)n(Cc3ccc(F)cc3)c2c1 | · | · | -0.2 | · | -10.2% | -17.3% | ·
CC(=O)N1CCN(CC[C@H]2CN(C(=O)c3ccc(N(C)C)cc3)CC[C@H]2CC(=O)O)CC1 | -12.1% | i | -14.0 | -1.4% | -13.4% | 1.5% | -5.6%
CCc1noc(-c2cccn3c(CNC(=O)c4ccccc4Cl)nnc23)n1 | ? | -17.4% | 0.8 | 5.8% | -1.8% | 4.1% | i
O=C(NCC(F)(F)F)C1CCCN(Cc2cccc(-c3cccs3)c2)C1 (configuration not stated) | ? | ? | 9.3 | · | · | · | ·
COc1cc(NC(=O)c2cc3cc4ccc(C)cc4nc3o2)cc(OC)c1OC | · | · | 15.2 | · | -22.3% | -0.7% | ·
Cc1cc(-c2ccc(CC(=O)Nc3ccc(-c4cccnc4)cc3)cc2)ccn1 | · | · | · | · | ? | ? | -10.0%
CCc1noc(-c2cn(C3CCCN(C(=O)COc4cccc(C)c4)C3)nn2)n1 (configuration not stated) | -17.8% | -8.5% | 10.6 | 0.5% | -16.5% | 7.1% | 4.2%
COc1ccc(NC(=O)Cn2cnc3sc(C)c(S(=O)(=O)N4CCN(C)CC4)c3c2=O)cc1Cl | · | · | 5.6 | · | -2.2% | -20.2% | ·
COCCc1nncn1C1CCN(C(=O)c2ccccc2C(F)(F)F)CC1 | -19.4% | -7.5% | 8.6 | -9.6% | 4.6% | 8.0% | i
COc1ccc(S(=O)(=O)N2CCC(CCOc3ccccc3F)C2)cc1 (configuration not stated) | ? | ? | 10.7 | -1.7% | -2.6% | -1.9% | i
CCCN(C(=O)CCc1nc(-c2ccccc2F)no1)c1ccc(CC)cc1 | · | · | -11.1 | · | -5.3% | 8.3% | ·
Cc1ccccc1[C@H]1[C@@H](C(=O)N(C)Cc2ncccc2C)C[C@@](C)(C(=O)O)N1C | 0.2% | 1.4% | 7.9 | 5.1% | -14.6% | -4.3% | i
Cc1ccc(CN2CCC(CNC(=O)Nc3cccc(C)c3C)C2)cc1 (configuration not stated) | · | · | 24.6 | · | 4.3% | -9.7% | ·

Part of the list above in another layout:
compound	3T3 cytotox	HEK293 tox	IP6K1 inhibitor	FLuc inh	SNCA expr inh	SNCA viab count	GPT2 inh
CCOc1ccccc1CN1CCC2(CCN(C(=O)N(C)C)CC2)Oc2ccccc21	?	?	-1.6	-22.1%	-1.2%	-10.7%	i
Cc1ccc(CN2CCc3oc(C)c(C(=O)NCCN4CCN(C)CC4)c3C2)cc1	-22.4%	-16.0%	-5.4	-4.4%	20.8%	1.4%	-4.3%
COc1ccc2c(CNCCc3ccco3)c(C(=O)O)n(Cc3ccc(F)cc3)c2c1	·	·	-0.2	·	-10.2%	-17.3%	·
O=C(c1ccncc1)N1CCCCC1c1nc(CCOc2ccc(F)cc2)no1 (configuration not stated)	-15.0%	?	11.7	-3.3%	7.3%	-1.0%	-17.9%

(further entries)
SMILES | 3T3 cytotox | HEK293 tox | IP6K1 inhibitor | FLuc inh | SNCA expr inh | SNCA viab count | GPT2 inh
O=C(O)CCC(=O)N1CCN(C2CCNCC2)C(=O)C1 | -4.7% | i | 25.0 | · | 0.5% | -7.4% | -4.6%
CN(C)c1ccc(C(=O)N2CC[C@@H](CC(=O)O)[C@@H](CCN3CCN(c4cccc(C(F)(F)F)c4)CC3)C2)cc1 | -21.8% | -31.4% | -11.3 | -1.7% | ? | -16.8% | -3.6%
Cc1nn(-c2ccccn2)c(C)c1[C@@H]1C=C[C@@H](NC(=O)CCCC(=O)O)C1 | -1.1%[174 µM] | 4.0%[172 µM] | 5.6 | -8.8%[172 µM] | 0.8%[87.6 µM] | -0.9%[87.6 µM] | 1.2%[88.5 µM]
CC(=O)N1CCN(Cc2nc3c(n2Cc2ccccc2)C(=O)N(Cc2ccccc2C#N)CCN3)CC1 | ? | i | -12.6 | 0.5% | -17.9% | -5.3% | -0.1%
COc1cc(Cl)ccc1C(=O)NC1CCN(c2cc(-c3ccc(F)cc3)[nH]n2)C1 (configuration not stated) | ? | ? | 7.0 | 8.8% | ? | -16.5% | -15.5%
Cc1ccc(-c2nc(CSc3nnc(C)n4c3cc3occc34)c(C)o2)cc1 | · | · | -2.9 | · | -11.6% | 4.8% | ·
CN(C)CCNC(=O)C1CCN(c2nc3ccccc3[nH]2)CC1 | · | · | -2.0 | · | 2.7% | 6.1% | ·
c1ccc(N2CCN(c3ncnc4c3nc3n4CCCC3)CC2)cc1 | · | · | -1.3 | · | 14.9% | -21.0% | ·
c1ccc2c(CN3CCC[C@H]3c3nc(-c4ccc(OC5CCCCC5)nc4)no3)c[nH]c2c1 | 31.6µM* | 35.5µM* | 6.8 | -8.4% | 45.5%[activator] | 6.9% | -9.5%
COc1ccc(NC(=O)c2cc3c(s2)CN(C2CCCC2)C3)c(OC)c1 | -16.2% | -0.4% | -5.9 | 38.1% | 30.1%[activator] | 11.1% | i
O=C(NCCCN1CCCCCC1)c1ccc2c(c1)sc1nc(-c3ccccc3)cn12 | · | · | -50.3* | · | -35.3% | ? | ·
Cc1cc(C)cc(C(=O)N2c3ccccc3CC2c2nc(C3CC3)no2)c1 (configuration not stated) | ? | ? | 16.8 | -3.3% | -15.8% | -10.2% | -5.0%
Fc1ccc(CN2CCOC[C@H]2c2ncc(-c3ccc(Cl)s3)[nH]2)cc1 | ? | 79.4µM* | -0.6 | -0.3%[172 µM] | ? | -4.0%[87.6 µM] | -12.0%[88.5 µM]
COc1cccc(NC(=O)C(Cc2ccccc2)N2Cc3ccccc3C2=O)c1 (configuration not stated) | · | · | -7.5 | · | 17.5% | 1.5% | ·
O=C1NC2(CCCN(CC3CC3)C2)Oc2ccccc21 (configuration not stated) | -19.5%[138 µM] | -15.3%[172 µM] | 22.9 | -3.2%[172 µM] | 12.4%[87.6 µM] | 3.2%[87.6 µM] | 0.2%[88.5 µM]
O=C(c1cccnc1)N1CCC2(CC1)CC(CCOc1ccncc1)CCO2 (configuration not stated) | -29.0% | ? | 22.6 | · | 4.0% | 3.6% | -13.5%
CNC(=O)[C@@H]1CN(C(=O)c2c[nH]c3ccccc23)C[C@H]1C1CCN(C)CC1 | -3.1% | -4.0% | -5.5 | -1.4% | 0.2% | 9.4%[12.5 µM] | i
COc1ccc(NC(=O)Cn2nnc(C(=O)Nc3ccc(C)c(F)c3)c2N)cc1Cl | · | · | 21.1 | · | 21.6% | -8.3% | ·
O=c1ccc(N2CCC(NS(=O)(=O)c3ccccc3Cl)CC2)nn1CC1CC1 | ? | -39.0% | -2.7 | 0.0% | ? | ? | 4.7%
COc1ccc2nc3n[nH]c(C)c3c(NCCOCCO)c2c1 | · | · | -7.4 | · | · | 37.9% | ?
N#Cc1cccc(-c2c(C(=O)NCc3ccc(F)cc3)nc3sccn23)c1 | ? | -4.7%[172 µM] | 6.8 | · | 15.7%[87.6 µM] | 5.3%[87.6 µM] | -2.0%[88.5 µM]
O=C(c1ccc(F)c(F)c1)N1CCC(c2n[nH]c(=O)n2-c2ccccc2)CC1 | ? | -5.6% | -0.6 | 1.2% | -18.9% | 13.5% | 2.3%
COc1ccc(CNC(=O)c2cc3c(s2)CCN(C(=O)c2ccc(C)cc2)C3)cc1 | ? | ? | -1.7 | 0.0% | -14.3% | -23.6% | i
Cc1ccc(CNC(=O)C2CCN(c3nn4cc(-c5ccc(F)cc5)nc4s3)CC2)cc1 | · | · | 1.2 | · | 77.2%[activator] | 10.1% | ·
O=C(Nc1ccc(NC(=O)c2cccs2)cc1)c1ccc(Cl)cc1 | · | · | -1.4 | · | -7.5% | -1.3% | ·
